HT1080 IDH1KD tx: toxicity to HT-1080 IDH1 knockdown cells (counter line). hit rate 2% among 360,000. Potency, µM (series often up to 46.1 µM), without a hit: at the top dose activity, negative = toxicity, most hits filed as cytotoxic. HT-1080 IDH1 knockdown viability, ATP luminescence, 48 h. AID 686971;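 further: potency means the concentration at half of the fitted maximal effect; 0% = DMSO wells and -100% = cell-free medium wells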
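After a 2 h attachment period, IDH1KD HT-1080 cells took pin-transferred compound for 48 h at 37 °C; ATP-based luminescence after 10 min room-temperature reagent incubation reported viability.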
HEK293 tox: cytotoxic in the GLP-1 receptor inverse agonist counter-screen. HEK293 cAMP-luciferase reporter cells, luminescence, 24 h. hit rate 0.13% among 410,000. Potency, µM (series often up to 38.3 µM), for the others: at the top dose activity change, negative = inhibition, usual class: inhibitors;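 further: loss of luciferase light is scored as toxicity; potency means the concentration at half of the fitted maximal effect; on the % scale 0 is the no-effect control and ±100 the full control effect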
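Here, cytotoxicity is scored as loss of luminescence. The MLSMR collection was tested on cells seeded in medium containing 10% Nu serum, with a 24 hr compound exposure preceded by 12 hours of culture.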
KB-V1 cytotox: kills drug-selected multidrug resistant KB-V1 cells. hit rate 3.4% among 400,000. KB-V1 MDR cells viability, CellTiter-Glo, 72 h. AID 1347076. Potency, µM (top dose mostly 46.1 µM), without a hit: at the top dose activity change, negative = cytotoxicity, usual class: cytotoxic; further: potency means the concentration at half of the fitted maximal effect; on the % scale 0 is the no-effect control and ±100 the full control effect; nearly all actives have a fitted effect of over 60% in size
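Compound-treated KB-V1 multidrug-resistant cells, 72 h, 37 degrees C; viability by CellTiter-Glo. Fitted qHTS curves give the values.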
HT1080-NT tox: kills 2HG-producing HT-1080-NT fibrosarcoma cells. HT-1080-NT fibrosarcoma viability, CellTiter-Glo ATP luminescence, 48 h. Potency, µM (highest dose often 46.1 µM), inactives show top-dose activity, negative = less viability, actives largely listed as cytotoxic. hit rate 1.6% among 360,000. AID 686970;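 further: NT is the 2HG producing partner of a matched IDH1 knockdown line; potency means the concentration at half of the fitted maximal effect; 0% = DMSO-treated cells and -100% = media-only wells without cells; nearly all actives have a fitted effect of over 55% in size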
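750 cells/well, RPMI + 5% FBS; 2 h settle, compound pin-transfer, 48 h at 37 degrees C. CellTiter-Glo 10 min RT, luminescence. Normalized to DMSO and media-only wells.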
IL-1B inflam inh: blocks inflammasome-driven IL-1 beta release | THP-1 LPS/ATP IL-1B secretion, AlphaLISA, 16 h; hits give low values | activity change, % at 57.5 µM | hit rate 4.7% among 360,000 | AID 743279; in the data active means activity change below about -50%; inconclusive means mostly about -30% to -49%; further: on the % scale 0 is the no-effect control and ±100 the full control effect
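THP-1 cells pretreated 1 hr with compounds (up to 57.5 uM final), then stimulated with LPS (250 ng/mL final) plus ATP (1.25 mM final); secreted IL-1B measured by AlphaLISA after 16 hr, decreased signal indicating inhibition.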
DRD3 agonist: activates the human D3 dopamine receptor; P35462; D3R DiscoveRx beta-arrestin cells, luminescence, 90 min; max activation, %; hit rate 0.58% among 410,000; in the data active means max activation above about 30%; further: 0% is about no effect; mostly tested at two doses, the higher about 12 µM
Target sequence (P35462 whole entry, looked up): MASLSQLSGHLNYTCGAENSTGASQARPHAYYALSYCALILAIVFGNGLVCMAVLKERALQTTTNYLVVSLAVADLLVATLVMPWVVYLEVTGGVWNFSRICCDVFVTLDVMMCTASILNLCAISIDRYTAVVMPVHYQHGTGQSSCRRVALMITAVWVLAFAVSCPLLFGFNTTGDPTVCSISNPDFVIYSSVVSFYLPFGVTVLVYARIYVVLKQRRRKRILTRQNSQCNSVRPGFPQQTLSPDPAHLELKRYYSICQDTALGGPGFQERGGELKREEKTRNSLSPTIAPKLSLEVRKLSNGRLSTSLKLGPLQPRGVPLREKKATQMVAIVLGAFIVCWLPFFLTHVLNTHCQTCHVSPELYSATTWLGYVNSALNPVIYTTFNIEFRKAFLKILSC
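Cells at 1500/well, incubated overnight, then treated with pinned compounds (dopamine as control) for 90 min at 37 degrees C. DiscoveRx reagent added for 30 - 60 minutes at room temperature; luminescence read.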
MCF10A rerep: inducers of DNA re-replication in MCF 10A breast cells; AID 624296; hit rate 2.9% among 350,000; Potency, µM (highest dose often 46.1 µM), inactives show at the highest dose activity, positive = re-replication, usual class: activators; MCF 10A DNA re-replication, Hoechst nuclear intensity, 48 h; further: potency means the concentration at half of the fitted maximal effect; % of control where 0% means no effect; nearly all actives have a fitted effect of over 50% in size
KB-3-1 cytotox: kills parental KB-3-1 adenocarcinoma cells. KB-3-1 viability, CellTiter-Glo ATP luminescence, 72 h. Potency, µM (doses to about 46.1 µM), for inactives: at the top dose activity change, negative = cytotoxic, usual class: cytotoxic. hit rate 1.4% among 400,000. AID 1347075; further: potency means the concentration at half of the fitted maximal effect; on the % scale 0 is the no-effect control and ±100 the full control effect; nearly all actives have a fitted effect of over 60% in size
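Parental KB-3-1 viability, qHTS format: 72 h compound exposure, 37 °C; CellTiter-Glo; media-only wells and DMSO plates as controls; concentration-effect fits on corrected data.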
SW480 rerep: inducers of DNA re-replication in SW480 colon cancer cells; hit rate 1.8% among 340,000; SW480 DNA re-replication, Hoechst DNA content imaging, 48 h; Potency, µM (highest dose often 46.1 µM), for inactives: top-dose re-replication activation, hits mostly activators; further: potency means the concentration at half of the fitted maximal effect; % of control where 0% means no effect; nearly all actives have a fitted effect of over 55% in size
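Compounds, transferred as 23 nL by pin tool, were incubated with cells for 48 hr; DNA content per nucleus was then quantified by Hoechst staining and fluorescence plate imaging.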
Active calls of the source: *; ? = inconclusive; / = no result given; & = joins results of further samples; [ ] = another dose, or the depositor's remark. Unless noted, the call rests on the fitted dose curve; in most records, active means well fitted curve in the direction sought with a large enough effect; inconclusive means small, poorly fitted or top-dose-only effect, or another doubt; inactive means no such curve, though single readings can be large; an effect the other way counts as inactive or inconclusive.

1. N/C(=N\c1nc2ccccc2o1)NC(=O)c1ccc(F)cc1
2. COc1cc(C(=S)N2CCN(C)CC2)ccc1OCC(=O)NCc1ccccc1
3. C=CCn1c(=O)c2ccccc2n2c(SCC(=O)N(C)C)nnc12
4. COc1ccc2c(COC(=O)c3cccc(S(=O)(=O)NCC(C)C)c3)cc(=O)oc2c1
5. COc1cccc(CNC(=O)CCn2cnc3ccccc3c2=O)c1
6. CCCOC(=O)c1c(NC(=O)c2cc3ccccc3c(=O)o2)sc2c1CCC(C)C2 (stereo not given)
7. CN(C)CCN(C(=O)c1ccc2ccccc2c1)c1nc2ccc(F)cc2s1
8. O=C(Nc1nc(NC(=O)c2ccco2)n(-c2ccccc2)n1)c1ccccc1
9. CC(C)(C)n1ncc2c(=O)n(Cc3c(Cl)cccc3Br)cnc21
10. CN(c1ccc(C(=O)Nc2ccc3c(c2)n(C)c(=O)n3C)cc1)S(C)(=O)=O

compound no.	1	2	3	4	5	6	7	8	9	10
HT1080 IDH1KD tx	?	5%	26%	-23%	/	/	-1%	2.5µM*	/	4%
HEK293 tox	4%	3%[7.66 µM]	-7%	-28%	12%	5%	-17%	?	/	-3%
KB-V1 cytotox	7%	-15%	1%	17%	1%	6%	11%	4.1µM*	?	16%
HT1080-NT tox	?	14%	18%	-21%	/	/	3%	10µM*	/	10%
IL-1B inflam inh	-1	?	-1	20	/	/	-19	94	/	27
DRD3 agonist	-13	0	6	32*	-9	-9	-4	39*	/	-6
MCF10A rerep	9%	12%	0%	?	/	/	-6%	?	?	24%
KB-3-1 cytotox	-2%	-3%	15%	16%	13%	-1%	1%	16µM*	?	10%
SW480 rerep	23%	0%	5%	-38%[inhibitor]	/	/	-1%	-4%	11%	-4%

Four of the compounds above, bar-delimited.
no. | Molecule | HT1080 IDH1KD tx | HEK293 tox | KB-V1 cytotox | HT1080-NT tox | IL-1B inflam inh | DRD3 agonist | MCF10A rerep | KB-3-1 cytotox | SW480 rerep
2 | COc1cc(C(=S)N2CCN(C)CC2)ccc1OCC(=O)NCc1ccccc1 | 5% | 3%[7.66 µM] | -15% | 14% | ? | 0 | 12% | -3% | 0%
3 | C=CCn1c(=O)c2ccccc2n2c(SCC(=O)N(C)C)nnc12 | 26% | -7% | 1% | 18% | -1 | 6 | 0% | 15% | 5%
4 | COc1ccc2c(COC(=O)c3cccc(S(=O)(=O)NCC(C)C)c3)cc(=O)oc2c1 | -23% | -28% | 17% | -21% | 20 | 32* | ? | 16% | -38%[inhibitor]
5 | COc1cccc(CNC(=O)CCn2cnc3ccccc3c2=O)c1 | / | 12% | 1% | / | / | -9 | / | 13% | /

(cont.)
11. Cc1cccc(NC(=O)Cn2c(=O)n(CCC(C)C)c(=O)c3cccnc32)c1
12. COc1cccc(CN2CCCC(C(=O)c3ccc4c(c3)OCO4)C2)c1O (stereo not given)
13. O=C(NC1CCN(S(=O)(=O)c2ccc(F)cc2)CC1)c1cccnc1
14. CCn1c2ccccc2c2nnc(SCc3ccccc3)nc21
15. COc1cccc(C(=O)Nc2cccc(OCc3cc(=O)n4c5c(sc4n3)CCCC5)c2)c1
16. O=C(c1ccc(Cl)c(S(=O)(=O)N2CCCCC2)c1)N1CCCC1
17. O=S(=O)(NCCc1ccccc1)c1ccc(-n2cnnn2)cc1
18. O=C(O)c1cccc(S(=O)(=O)Nc2cccc(S(=O)(=O)N3CCCC3)c2)c1
19. O=C(Nc1ccccc1Oc1cccnc1)C1CCCN(C/C=C/c2ccccc2)C1 (stereo not given)
20. C/C(=N\NC(=O)CSc1nc2ccccc2c(=O)n1-c1ccccc1C)c1cccs1

compound no.	11	12	13	14	15	16	17	18	19	20
HT1080 IDH1KD tx	/	-2%	-2%	-17%	/	-4%	-1%	6%	-25%	-3%
HEK293 tox	1%	1%	3%	-11%	3%	4%	15%	-8%	-13%	0%
KB-V1 cytotox	1%	-27%	12%	?	-5%	?	10%	15%	/	2.3µM*
HT1080-NT tox	/	-3%	4%	1%	/	0%	0%	-12%[9.24 µM]	-3%	-2%
IL-1B inflam inh	/	-24	9	24	/	17	-13	-3	?	14
DRD3 agonist	-14	-23	12	0	6	-2	-9	2	-41	2
MCF10A rerep	/	?	-23%	5%	/	22%	-2%	-3%	19%	6%
KB-3-1 cytotox	-9%	-2%	1%	-4%	-15%	21%	-9%	15%	/	-3%
SW480 rerep	/	-42%[inhibitor]	1%	-8%	/	1%	-9%	-1%	19%	-113%[inhibitor]

21. COc1ccc(C(C)=O)cc1CSc1ccc2c(c1)OCCO2
22. CN(CCCNC(=O)c1cc2c(=O)[nH]c3ccccc3c2n1C)Cc1ccccc1
23. CCOC(=O)N1CCN(S(=O)(=O)N(C)C)CC1
24. CCOc1ccc(C(C)=O)cc1CSc1nnnn1-c1ccc(O)cc1
25. O=C(Nc1ccc2[nH]c(=O)[nH]c2c1)c1c(F)c(F)c(F)c(F)c1F
26. CSCCC(NC(=O)COc1ccccc1)C(=O)N1CCN(C(C)=O)CC1 (stereo not given)
27. Cc1ccc(C)c(OCC(=O)Nc2nc3ccc([N+](=O)[O-])cc3s2)c1
28. CCOC(=O)/C=c1\s/c(=C\c2ccc(C(=O)OC)cc2)c(=O)n1CC(=O)Nc1ccccc1
29. C=CCNC(=O)c1cc2cccc(OC)c2oc1=O
30. CN(C)C(CNC(=S)Nc1ccc(F)cc1)c1cccnc1 (stereo not given)

compound no.	21	22	23	24	25	26	27	28	29	30
HT1080 IDH1KD tx	-2%	7%	0%	-3%	-14%	1%	-18%	15%	0%	1%
HEK293 tox	15%	-13%	-10%	1%[7.66 µM]	2%	-5%	-3%	-2%	-2%	0%
KB-V1 cytotox	-1%	3%	-5%	?	24%	5%	-32%	0%	4%	6%
HT1080-NT tox	-10%	-8%	-1%	0%	-3%	5%	-10%	21%	22%	-2%
IL-1B inflam inh	-3	-25	10	-5	-7	10	-1	3	-10	17
DRD3 agonist	5	-1	-4	-1	12	1	3	5	-1	-13
MCF10A rerep	0%	?	-22%	8%	10%	-1%	1%	?	6%	-1%
KB-3-1 cytotox	-8%	-2%	7%	-9%	1%	?	9%	10%	12%	15%
SW480 rerep	6%	-3%	2%	-3%	-26%	-2%	0%	11%	-6%	2%

31. Cc1ccc(NC(=O)C2=C(c3ccccc3)S(=O)(=O)CCS2(=O)=O)cc1
32. COc1cc(C(=O)N2CCC2(C)C(=O)O)cc(OC)c1OC (stereo not given)
33. CC(=O)NCCCNc1ccc([N+](=O)[O-])cc1
34. N#Cc1ccccc1Cn1cc(/C=N/Nc2ccc([N+](=O)[O-])cn2)c2ccccc21
35. CCN1CCN(CCC(=O)Nc2cccc(OC)c2)CC1
36. OCCC1CN(Cc2cccc(O)c2)CCN1CCc1ccccc1 (stereo not given)
37. c1ccc2c(c1)ccc1nnc(SCc3ccc4c(c3)OCCO4)n12
38. Fc1ccc(/C=N/NC(=S)Nc2ccc(Cl)cc2)cc1F
39. COc1ccc(NC(=O)C(Cc2ccccc2)n2cccc2)c(OC)c1 (stereo not given)
40. CC(=O)NC(CCS(C)(=O)=O)C(=O)Nc1cccc(Cl)c1Cl (stereo not given)

compound no.	31	32	33	34	35	36	37	38	39	40
HT1080 IDH1KD tx	7.3µM*	12%	17%	0%	-1%	-4%	10%	10%	0%	-4%
HEK293 tox	?	13%	?	2%	7%	-4%	8%	0%	2%&10%	10%
KB-V1 cytotox	?	4%	12%	?	?	-10%	-9%	-17%	-21%	-5%
HT1080-NT tox	10µM*	11%	10%	0%	2%	1%	19%	12%	3%	11%
IL-1B inflam inh	-104*	12	0	-4	-12	-9	-21	-5	-6	3
DRD3 agonist	-22	-7	7	-10	0	-8	-1	-4	-10&6	-3
MCF10A rerep	?	/	-7%	12%	7%	?	20%	1%	-2%	11%
KB-3-1 cytotox	?	0%	5%	-3%	-5%	-4%	7%	20%	?	19%
SW480 rerep	2.1µM*	/	0%	8%	3%	?	2%	4%	-32%	-2%

41. O=C(N/N=C/c1cccc(OC(=O)c2cccc(Br)c2)c1)c1ccncc1
42. CON(C)c1nc(OCCNC(=O)COc2ccc(Cl)cc2C)nc(N(C)C)n1
43. CCOc1ccc(-c2nonc2NC(=O)c2oc3cc(Br)ccc3c2C)cc1
44. CC(C)(C)n1nnnc1CN1C2CCC1CC(NC(=O)Nc1ccccc1)C2 (stereo not given)
45. CC(C)(C)S(=O)N1Cc2cc(=O)n(Cc3ccccc3)c(CCO)c2[C@H]1CCO (stereo not given in full)
46. CCOC(=O)c1cc(-c2ccccc2)n(-c2cccc(C(=O)Nc3ccc(F)c(F)c3)c2)c1C
47. COC(=O)[C@@H]1[C@@H](C)OC(=O)N[C@H]1c1ccccc1
48. CC(C)(C)NC(=O)Nc1nnc(SCC(=O)NC2CCCCC2)s1
49. O=C(O)Cn1c(-c2ccccc2)nc2ccccc21
50. Cc1cc(C)c(C(=O)Nc2ccc(S(=O)(=O)Nc3ccccn3)cc2)c(C)c1

compound no.	41	42	43	44	45	46	47	48	49	50
HT1080 IDH1KD tx	?	-13%	/	15%	2%	/	18%	-10%	-2%	0%
HEK293 tox	-1%	-14%	?	-20%	3%	-14%	7%	-4%	-1%	-6%
KB-V1 cytotox	0%	-14%	?	-10%	-25%	?	7%	-5%	-4%	15%
HT1080-NT tox	-18%	-2%	/	21%	-5%	/	14%	-11%	2%	-3%
IL-1B inflam inh	2	-2	/	-6	?	/	27	9	0	17
DRD3 agonist	-4	-1	-22	-3	-23	3	-2	-16	-1	17
MCF10A rerep	?	8%	/	2%	?	/	25%	-5%	0%	-2%
KB-3-1 cytotox	-4%	-18%	3.7µM*	4%	0%	?	22%	-2%	0%	4%
SW480 rerep	15%	-4%	/	2%	2%	/	-16%	?	-7%	-4%

Screening data as filed in PubChem BioAssay.
